# DT40 TDP1 CPT – DT40-hTDP1 cell growth loss with CPT; Potency, µM (series often up to 46.2 µM), inactives show at the top dose activity change, negative = growth inhibition, most hits filed as inhibitors; chicken DT40 Tdp1-/-;hTDP1 cells + 20 nM CPT, ATP luminescence, 48 h; 420,000 compounds, 12% hits; also: nearly all actives have a fitted effect of over 55% in size
#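 Chicken DT40 Tdp1-/- cells stably complemented with human TDP1 were seeded at 400 cells/well in medium containing 20 nM camptothecin, exposed to pin-transferred compounds, and grown at 37 °C for at least 48 hr. Viability was read as ATP luminescence.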
# TDP1 cell noCPT – qHTS for Inhibitors of human tyrosyl-DNA phosphodiesterase 1 (TDP1): qHTS in cells in absence of CPT; DT40 Tdp1-/- hTDP1 cells, no CPT, ATP luminescence, 48 h; 420,000 compounds, 15% hits; Potency, µM (titrated, usually from 46.2 µM), inactives show top-dose activity change, negative = growth inhibition, most hits filed as inhibitors; AID 686978, 2013; also: nearly all actives have a fitted effect of over 55% in size
#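 DT40 Tdp1-/-;hTDP1 cells, no CPT (DMSO vehicle only), 400 cells/well; compounds pin-transferred; ≥48 hr, 37 °C; CellTiter-Glo 30 min RT dark, luminescence read.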
# TDP1 inh – blocks human tyrosyl-DNA phosphodiesterase 1; recombinant TDP1, AlphaScreen DNA substrate cleavage; 350,000 compounds, 0.28% hits; AID 485290; Potency, µM (series often up to 130 µM), inactives show at the top dose activity change, negative = inhibition, hits mostly inhibitors; also: nearly all actives have a fitted effect of over 40% in size
# Target sequence (Q9NUW8 whole entry, looked up): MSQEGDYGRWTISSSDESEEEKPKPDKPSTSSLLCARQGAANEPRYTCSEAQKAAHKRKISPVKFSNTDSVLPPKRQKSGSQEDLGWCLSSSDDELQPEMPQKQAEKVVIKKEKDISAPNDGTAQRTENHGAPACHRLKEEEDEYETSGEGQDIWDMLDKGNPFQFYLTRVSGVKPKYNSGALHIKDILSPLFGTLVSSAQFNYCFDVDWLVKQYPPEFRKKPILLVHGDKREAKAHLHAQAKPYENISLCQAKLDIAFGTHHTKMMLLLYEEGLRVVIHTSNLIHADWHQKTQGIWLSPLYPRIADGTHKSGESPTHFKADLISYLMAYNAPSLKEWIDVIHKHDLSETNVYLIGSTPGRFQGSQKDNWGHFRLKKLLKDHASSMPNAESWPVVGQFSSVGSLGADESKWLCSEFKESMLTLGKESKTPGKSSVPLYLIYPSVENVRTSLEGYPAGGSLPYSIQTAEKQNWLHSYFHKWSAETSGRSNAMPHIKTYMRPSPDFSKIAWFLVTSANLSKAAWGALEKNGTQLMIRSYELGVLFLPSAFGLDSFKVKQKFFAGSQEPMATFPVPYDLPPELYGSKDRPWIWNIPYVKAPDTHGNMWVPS
#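 Enzyme-compound mixtures sat 15 min at room temperature, followed by a 5 min reaction with 15 nM final substrate and 10 min with AlphaScreen beads. Recombinant human Tdp1 was used at 1 nM final.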
# Starred values were filed as active, the others as inactive; ? = inconclusive; · = no result given; [ ] = dose if it differs, or a comment. Calls follow the shape of the dose curve; as a rule, active = well fitted curve in the direction sought with a large enough effect; inconclusive = small, poorly fitted or top-dose-only effect, or another doubt; inactive = no such curve, though single readings can be large; an effect the other way counts as inactive or inconclusive. % is scaled to controls: 0 for no effect and ±100 for the full control effect; potency is read from the fitted curve at half-maximal effect. Rows were taken by chance; 18% or so of the library scored in one or more.
# The opening 2 records as a preview:
SMILES,DT40 TDP1 CPT,TDP1 cell noCPT,TDP1 inh
Cc1ccc(NS(=O)(=O)c2cccc3nsnc23)cc1,5%,3%,0%
Cc1cccc(C)c1NC(=O)CC(C)c1ccccc1 (stereo not given),-19%,-17%,·

# The whole of this part, previewed entries included:
SMILES,DT40 TDP1 CPT,TDP1 cell noCPT,TDP1 inh
Cc1ccc(NS(=O)(=O)c2cccc3nsnc23)cc1,5%,3%,0%
Cc1cccc(C)c1NC(=O)CC(C)c1ccccc1 (stereo not given),-19%,-17%,·
COc1ccc(-c2cc(C(=O)N(C)Cc3ccccc3F)c3ccccc3n2)cc1OC,?,18µM*,4%
CCc1ccc(-n2nc3cc(C)c(NC(=O)c4cccc5ccccc45)cc3n2)cc1,21µM*,?,2%
CC(=O)N1CCc2cc(S(=O)(=O)NC(C(=O)N3CCN(c4ccccc4F)CC3)C(C)C)ccc21 (stereo not given),-2%,-4%,·
COc1ccccc1N1CCN(C(=O)c2cc(-c3ccc(Cl)cc3)on2)CC1,22µM*,?,2%
CCC/C=C/c1ccc(CN2C(C(C)C)C(=O)N(Cc3cn(CCC4OCCO4)nn3)CCS2(=O)=O)cc1 (stereo not given),?,13µM*,·
Cc1ccccc1NC(=O)CN1C(=O)N/C(=C\c2cccn2-c2cccc(C(=O)O)c2)C1=O,1%,-5%,1.4µM*
Cc1nnc(SCC(=O)Nc2ncc(Cl)cc2Cl)n1Cc1ccccc1,1%,?,4%
O=C(c1ccco1)N1CCN(c2ncnc3c(-c4ccc(Cl)cc4)nsc23)CC1,-2%,-28%,2%
C=CCn1c2ccccc2c2nnc(SCCN3CCCCC3)nc21,-26%,18µM*,·
Cc1cc(=O)n2[nH]c(NCc3c(F)cccc3Cl)nc2n1,0%,-3%,5%
CCOc1cc(N2CCOCC2)c(OCC)cc1NC(=O)COC(=O)CCc1c[nH]c2ccccc12,-24%,?,7%
O=C(NCCC1=CCCCC1)C1CCN(S(=O)(=O)c2cccc3nsnc23)CC1,?,-11%,-7%[56.1 µM]
COc1ccccc1NC(=S)NC(NC(=O)C(C)C)C(Cl)(Cl)Cl (stereo not given),-5%,-2%,7%
Cc1ccc(S(=O)(=O)N(c2ccccc2)C2CCS(=O)(=O)C2)cc1 (stereo not given),-23%,-13%,1%
Cc1cc(Cl)ccc1OCC(=O)N1CCC(c2nc3ccccc3s2)CC1,?,?,3%
Cc1cccc(N2C(=O)CCC2=O)c1,-4%,-16%,2%
CCC(C)NC(=O)C1CCN(C(=O)c2cc3sccc3n2Cc2ccc(Cl)cc2)CC1 (stereo not given),3.7µM*,2.1µM*,3%
COc1ccc(CNC(=O)C2CCN(S(=O)(=O)c3ccc(C)cc3)CC2)cc1,?,?,·

# Single records, as listed above. Order of screens: DT40 TDP1 CPT	TDP1 cell noCPT	TDP1 inh
# Results for C=CCn1c2ccccc2c2nnc(SCCN3CCCCC3)nc21 → -26%	18µM*	·
# Results for Cc1cccc(C)c1NC(=O)CC(C)c1ccccc1 (stereo not given) → -19%	-17%	·
# Results for Cc1cc(Cl)ccc1OCC(=O)N1CCC(c2nc3ccccc3s2)CC1 → ?	?	3%
# Results for Cc1cc(=O)n2[nH]c(NCc3c(F)cccc3Cl)nc2n1 → 0%	-3%	5%
# Results for CCC(C)NC(=O)C1CCN(C(=O)c2cc3sccc3n2Cc2ccc(Cl)cc2)CC1 (stereo not given) → 3.7µM*	2.1µM*	3%

# Additional compounds.
SMILES,DT40 TDP1 CPT,TDP1 cell noCPT,TDP1 inh
CCN(C(=O)Cn1nnc(-c2ccccc2)n1)C1CCS(=O)(=O)C1 (stereo not given),-4%,-1%,·
Cc1nc2cc(NC(=O)COc3ccccc3C#N)ccc2n1-c1ccccc1,-24%,?,5%
COc1ccc(CCN2CC(C(=O)NCc3cc(C)on3)CCC2=O)cc1 (stereo not given),-12%,24%,·
CC(C)CC(C(=O)OCC(=O)c1c(N)n(C)c(=O)n(C)c1=O)N1C(=O)C2CC=CCC2C1=O (stereo not given),?,?,0%
Cc1ccc(C)c(-c2nnc(NC(=O)CCS(=O)(=O)c3ccc(F)cc3)o2)c1,?,?,0%
O=C(NCCn1c(C(F)(F)F)nc2cc(C(F)(F)F)ccc21)[C@H]1CCCN1c1nc(CN2CCCCC2)cs1,?,?,·
CCNC(=S)Nn1cnc2ccccc21,-8%,0%,3%
O=C(O)/C=C/C(=O)Nc1ccc2nccnc2c1,-1%,-19%,1%
CC1CC(C)CN(S(=O)(=O)c2ccc(C(=O)N(c3ccccn3)C3CCCCC3)cc2)C1 (stereo not given),?,16µM*,0%
Cc1cccc(NS(=O)(=O)c2cccc(C(=O)NCC3(N4CCOCC4)CCCCC3)c2)c1,?,?,·
Cc1ccc(S(=O)(=O)CCC(=O)OC(C)c2nnc(-c3cccs3)o2)cc1 (stereo not given),-7%,-7%,1%
COc1cc(NC(=O)CSCC(=O)Nc2cc(OC)cc(OC)c2)cc(OC)c1,-9%,-4%,·
CN(C)c1ccc(Nc2nc3ccccc3n3nnnc23)cc1,?,23µM*,12%
CCN(C1CCCCC1)S(=O)(=O)c1cn(C)c(=O)n(C)c1=O,-30%,?,-2%
CC(=O)N1N=C(c2ccccc2O)OC1(C)CC(=O)Nc1ccccc1 (stereo not given),-12%,-7%,2%
COc1ccc(NC(=O)c2ccc(S(=O)(=O)N(C)c3ccccc3)cc2)cn1,15µM*,?,4%
CC(=O)c1c(C)[nH]c(C(=O)OCC(=O)N(Cc2ccccc2)C(C)(C)C)c1C,?,?,3%
Cc1cc(C)c(CN2CCC3(CCC(CNC(=O)c4ccn(C)n4)O3)CC2)cc1C (stereo not given),-19%,-21%,·
O=C(CNC(=O)c1ccccc1)OCc1nnc(-c2ccccc2)o1,-15%,-12%,·
CC(=O)Oc1c(C)c(=O)n(C)c2ccccc12,-14%,-2%,1%
COC(=O)c1ccc(Oc2cc(C)nc(Cl)n2)cc1,-13%,-21%,0%
CCCC(=O)OCC(=O)Nc1ccc(OC(F)F)cc1,-5%,-7%,2%
CCn1cc(/C=C(\NC(=O)c2ccccc2)C(=O)N2CCOCC2)c2ccccc21,-11%,20%,·
COc1cccc(-c2nnc(SCc3nc4ccccc4s3)n2C)c1,8%,-6%,3%
CCc1cccc2c(C(=O)COC(=O)/C=C/c3ccccc3OC)c[nH]c12,1%,-6%,3%
COc1ccc2c(CNCCc3ccco3)c(C(=O)O)n(Cc3ccc(F)cc3)c2c1,?,?,8%
O=C(NCc1ccc2c(c1)OCO2)c1ccc2c(c1)S(=O)(=O)c1ccccc1C2=O,?,?,·
CCOc1ccc(C(=O)NCC(c2cccs2)N(C)C)cc1OCC (stereo not given),-27%,0%,2%
COc1cccc(NC(=O)Cn2c(=O)oc3cc(S(=O)(=O)N4CCCCC4)ccc32)c1,?,?,0%
CCOC(=O)c1c(C)n(C)c2cc(Br)c(C)cc12,-7%,-12%,-3%
COC(=O)c1cc(S(=O)(=O)NC2CCCCC2)cn1C,-11%,-7%,1%
COc1cc(NC(=O)c2nc3ccccc3n(C)c2=O)cc(OC)c1OC,-28%,?,0%[12.3 µM]
Cn1nc(C(=O)Nc2ccc(S(=O)(=O)N3CCCCC3)cc2)ccc1=O,?,21µM*,3%
Cc1ccc(NC(=O)C(=O)NCc2ccco2)c(C)c1,5%,-26%,-5%
O=C(CNCc1ccccc1Cl)Nc1ccc2c(c1)OCCO2,-28%,?,-12%
O=C(COC(=O)c1cc(S(=O)(=O)N2CCOCC2)ccc1F)c1ccccc1,-5%,7%,-1%
COc1cccc(C2C=C(Nc3ccccc3)C(=O)N2c2ccccc2)c1 (stereo not given),-13%,-30%,2%
CC(C)C(=O)NCCc1nc2ccccc2n1CCc1ccccc1,?,21µM*,5%
S=C(Nc1ccc(Cl)cc1)N1CCCCC1,-12%,0%,0%
COc1ccc(-c2[nH]nc3c2C2(C(=O)N(CC(=O)O)c4ccccc42)C(C#N)=C(N)O3)cc1OC (stereo not given),-13%,2%,-8%
CCOc1cc(C2Nc3ccccc3NC3=C2C(=O)CC(C)(C)C3)ccc1OC(C)=O (stereo not given),-26%,0%,·
CNS(=O)(=O)c1ccc2c3c(cccc13)C(=O)N2C,-21%,-11%,·
O=C(CC1CCCCC1)NCc1ccccn1,-1%,1%,5%
Cc1cccc(N(C(=O)c2csnn2)C(C(=O)NC(C)(C)C)c2cccs2)c1 (stereo not given),-5%,-8%,-2%
CC(C)Cn1cc(C(=O)N2CCOCC2)c2c3ccccc3n(C)c2c1=O,-27%,-28%,3%
Cc1ccc(SC[C@H](C)CN2CC[C@H](C)CCC2=O)cc1,13µM*,18µM*,·
CC(=O)NC1=NN(C(C)=O)C(c2ccc(C)cc2)S1 (stereo not given),-20%,-16%,-8%
CN(c1ccc(C(=O)Nc2cccc(O)c2)cc1)S(=O)(=O)c1ccccc1,?,?,1%[56.1 µM]
COc1ccc(C(=O)Nc2nnc(SCC(=O)Nc3ccc(NC(C)=O)cc3)s2)c(OC)c1,2%,2%,7%
COCCCNC(=O)CSC1=Nc2ccccc2C2=NC(CC(=O)NCc3ccccc3)C(=O)N12 (stereo not given),22%,-3%,-8%
O=C(NC1CCCCC1)C(c1ccncc1)n1c(=O)c(-c2cc3ccccc3[nH]2)nc2ccccc21 (stereo not given),18µM*,?,·
O=C(c1ccc2c(c1)CCC2)N1CCN(Cc2c(F)cccc2Cl)CC1,?,?,·
Cc1ccc(NC(=O)c2ccncc2)cc1[N+](=O)[O-],-4%,-28%,1%
Cc1ccc(C)c(C(=O)CSc2n[nH]c(C(C)C)n2)c1,?,-12%,6%
O=C(NCc1ccco1)c1ccc(N2CCCCC2)c([N+](=O)[O-])c1,1%,-27%,8%
c1ccc(CN2CCCC3(CCCN(Cc4nc(COc5ccccc5)no4)C3)C2)cc1 (stereo not given),?,?,6%
O=C(c1cccc(NC2=NC3CS(=O)(=O)CC3S2)c1)N1CCN(c2ncccn2)CC1 (stereo not given),1%,-13%,·
Cc1ccccc1C(=O)NCCNc1ccc([N+](=O)[O-])cc1,-25%,?,-8%
CCCCc1c(C)c(C#N)c2nc3ccccc3n2c1NCCN(C)C,?,?,·
COc1cc2nc(C3CCC3)n(NC(=O)C(OC(C)=O)c3ccccc3)c(=O)c2cc1OC (stereo not given),-12%,-9%,2%

# Fetched one by one from above (2):
SMILES,DT40 TDP1 CPT,TDP1 cell noCPT,TDP1 inh
O=C(c1cccc(NC2=NC3CS(=O)(=O)CC3S2)c1)N1CCN(c2ncccn2)CC1 (stereo not given),1%,-13%,·
Cc1ccc(SC[C@H](C)CN2CC[C@H](C)CCC2=O)cc1,13µM*,18µM*,·

# Carrying on.
SMILES,DT40 TDP1 CPT,TDP1 cell noCPT,TDP1 inh
COc1ccc(N(CC(=O)N2CCCCCC2)S(=O)(=O)c2c(C)[nH]c(=O)[nH]c2=O)cc1,3%,-2%,1%
O=C(NCC(c1cccnc1)N1CCc2ccccc2C1)C(=O)Nc1ccccc1F (stereo not given),15µM*,21µM*,3%
CC(NC(=O)CCC(=O)c1cccs1)c1ccccc1 (stereo not given),13%,-4%,-7%[0.505 µM]
CC(Nc1ccc(Cl)c(Cl)c1)C(=O)NN (stereo not given),2%,-1%,·
COc1cc(-c2nnc3sc(-c4ccncc4)nn23)cc(OC)c1OC,?,-10%,·
O=C(NCc1cccnc1)C(=O)Nc1nc2ccccc2s1,13%,-1%,7%
O=C1c2cccc3c([N+](=O)[O-])ccc(c23)C(=O)N1c1nccs1,3.3µM*,3.3µM*,6%
O=C(NN=Cc1ccccc1OC(F)F)c1cccc(S(=O)(=O)N2CCCC2)c1,-7%,-13%,0%
CC(C)(C)NC(=O)COc1ccc(CNc2ccc3[nH]c(=O)[nH]c3c2)cc1,3%,-20%,-4%
Cc1nc2cc(NC(=O)CS(=O)(=O)c3ccccc3)ccc2s1,8%,-3%,·
C#CCSC1=C(C#N)C(c2cccs2)C(C(=O)OCC)=C(C)N1 (stereo not given),?,?,2%
COc1ccccc1NC(=S)N(C(C)C)C(C)c1ccccn1 (stereo not given),?,?,0%
COc1cccc(/C=N/n2c(=S)n(C)c3cc(C)c(C)cc32)c1OC,?,?,2%
Cc1cc(C)n2nc3nc4c(cc3c2n1)CCCC4,-20%,?,1%
CCCOc1ccc(/C=C/C(=O)Nc2ccc([N+](=O)[O-])cc2C)cc1OC,?,?,-1%
Cc1ccc(S(=O)(=O)c2nc(-c3ccccc3F)oc2NCc2ccccc2)cc1,?,21µM*,·
CSC[C@H](NC(=O)COc1cc2c(c3oc(=O)c(C)c(C)c13)CCC(C)(C)O2)C(=O)O,18%,1%,·

# Source: PubChem
